From PubChem BioAssay
PAFAH1B2 FP inh = PAFAH1B2 (human) inhibition | P68402 | recombinant PAFAH1B2, FP-rhodamine activity probe, fluorescence polarization | inhibition, % at 3.39 µM | hit rate 1.2% among 340,000 | AID 492953;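 active = inhibition above the mean of all tested compounds plus 3 SD, cut at about 24% in these data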;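 note: 0% = enzyme with DMSO and 100% = wells lacking PAFAH1B2; many of its hits are not listed in these tables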
Target sequence (P68402 whole entry, looked up): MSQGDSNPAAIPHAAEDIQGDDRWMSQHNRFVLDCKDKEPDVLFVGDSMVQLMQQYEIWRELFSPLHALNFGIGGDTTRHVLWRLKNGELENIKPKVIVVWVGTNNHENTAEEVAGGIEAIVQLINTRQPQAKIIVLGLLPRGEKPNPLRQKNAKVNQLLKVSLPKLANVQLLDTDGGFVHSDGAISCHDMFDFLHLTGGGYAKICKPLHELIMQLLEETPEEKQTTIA
PAFAH1B3 inh = inhibitors of human PAFAH1B3. inhibition, % at 3.39 µM. hit rate 0.28% among 340,000. Q15102. AID 492972. recombinant PAFAH1B3, FP-rhodamine probe, fluorescence polarization;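 active = inhibition above the screen-wide average of all tested compounds plus 3 SD, cut at about 25% in these data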;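 note: 0% = enzyme with DMSO only and 100% = wells lacking PAFAH1B3 protein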
Target sequence (Q15102 whole entry, looked up): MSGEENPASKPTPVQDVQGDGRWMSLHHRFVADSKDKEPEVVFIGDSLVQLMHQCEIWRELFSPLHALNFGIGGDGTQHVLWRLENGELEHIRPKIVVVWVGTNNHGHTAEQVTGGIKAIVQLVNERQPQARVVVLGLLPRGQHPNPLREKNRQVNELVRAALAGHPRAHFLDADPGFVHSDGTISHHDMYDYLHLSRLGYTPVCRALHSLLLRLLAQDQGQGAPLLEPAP
PAFAH2 inh = inhibitors of human PAFAH2; Q99487; recombinant PAFAH2, FP-rhodamine activity probe, fluorescence polarization; inhibition, % at 3.39 µM; hit rate 0.99% among 340,000; AID 492956;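 active = inhibition above the mean over all tested compounds plus 3 SD, cut at about 30% in these data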;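 note: inhibitors block probe labeling of enzyme so polarization drops; 0% = enzyme with DMSO and 100% = wells lacking PAFAH2 protein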
The depositor's hits bear a star.

Start of the listing, in advance, two compounds:
PAFAH1B2 FP inh	PAFAH1B3 inh	PAFAH2 inh	Compound
3.0	11.2	4.8	CCCCN1CC(=O)N2[C@@H]3c4cc(Br)ccc4OC[C@@H]3[C@H](C(=O)OCC)[C@]2(C)C1=O
6.0	8.0	1.8	Cc1cccc(N2CCN(C(=S)c3ccc4c(c3)OCO4)CC2)c1

The listing, from the start:
PAFAH1B2 FP inh	PAFAH1B3 inh	PAFAH2 inh	Compound
3.0	11.2	4.8	CCCCN1CC(=O)N2[C@@H]3c4cc(Br)ccc4OC[C@@H]3[C@H](C(=O)OCC)[C@]2(C)C1=O
6.0	8.0	1.8	Cc1cccc(N2CCN(C(=S)c3ccc4c(c3)OCO4)CC2)c1
4.5	7.5	5.3	Nc1nc(-c2ccc(Oc3ccccc3)cc2)c(CC(=O)O)s1
-9.0	-12.7	-22.4	Cc1ccc(NC2=Nc3ccccc3N3C2=Nc2c(c(C)nn2-c2ccccc2)C3c2ccc(O)c(O)c2)cc1 (stereo not drawn)
2.6	9.5	-1.4	COc1ccc(CCn2c(=O)c3cccnc3n(Cc3ccc([N+](=O)[O-])cc3)c2=O)cc1OC
1.2	8.2	5.3	O=C(O)C(c1ccccc1)C1(O)CC2CCC1C2 (stereo not drawn)
6.6	10.7	-3.6	CN(Cc1ccccc1)C(=O)c1cccc(NC(=O)Cc2ccc(NC(=O)C3CCCN(C(=O)C4CCC4)C3)cc2)c1 (stereo not drawn)
8.0	2.0	10.1	O=C1NC(=O)C(Cc2ccc(Cl)cc2)(c2ccccc2)N1 (stereo not drawn)
0.4	2.6	7.9	COc1ccc(C(CNC(=O)c2ccc(S(=O)(=O)Nc3cccc(C)c3C)cc2)N2CCOCC2)cc1 (stereo not drawn)
-3.6	1.0	-6.4	O=C(NCC(c1ccco1)N1CCCC1)c1cn(-c2ccccc2)nc1-c1ccc(F)cc1 (stereo not drawn)
4.4	0.4	-12.9	O=C(COc1ccc(Cl)cc1Cl)N/N=C/c1ccccn1
4.7	-3.9	5.0	Cc1ccc(OCCn2cc(/C=C/C(=O)O)c3ccccc32)cc1
6.3	4.2	5.1	C(=N\Nc1nc2ccccc2[nH]1)/c1ccc2c(c1)OCO2
13.9	0.0	4.1	F[B-](F)(F)COCc1ccccc1Br
10.9	15.3	18.5	Oc1cc(CNC2CCCCC2)c(O)cc1CNC1CCCCC1
6.9	3.7	6.8	Cc1ccc(NC2CCCN(C(=O)c3cc(C(C)C)[nH]n3)C2)cc1C (stereo not drawn)
2.7	9.1	-3.9	O=C(NN=Cc1ccccc1)C(Oc1ccccc1)c1ccccc1 (stereo not drawn)
-16.7	8.9	7.7	CN(C)c1ccc(C=c2c3ccccc3n3c2cc(-c2ccccc2)[n+]3C)cc1
4.1	4.6	0.9	CN(c1ccc(F)cc1)S(=O)(=O)c1ccc(Cl)c(C(=O)NCC(c2ccco2)N2CCCCC2)c1 (stereo not drawn)
2.1	-1.9	-1.1	COc1ccc(CNc2cccnc2)c(OC)c1OC

Whole records, looked up by structure.
O=C(O)C(c1ccccc1)C1(O)CC2CCC1C2 (stereo not drawn) is listed with PAFAH1B2 FP inh = 1.2; PAFAH1B3 inh = 8.2; PAFAH2 inh = 5.3
CCCCN1CC(=O)N2[C@@H]3c4cc(Br)ccc4OC[C@@H]3[C@H](C(=O)OCC)[C@]2(C)C1=O is listed with PAFAH1B2 FP inh = 3.0; PAFAH1B3 inh = 11.2; PAFAH2 inh = 4.8
CN(c1ccc(F)cc1)S(=O)(=O)c1ccc(Cl)c(C(=O)NCC(c2ccco2)N2CCCCC2)c1 (stereo not drawn) is listed with PAFAH1B2 FP inh = 4.1; PAFAH1B3 inh = 4.6; PAFAH2 inh = 0.9

(list continues)
PAFAH1B2 FP inh	PAFAH1B3 inh	PAFAH2 inh	Compound
11.9	2.1	5.0	O=[N+]([O-])c1ccc(Cc2cncc(O)c2)cc1
5.0	3.9	-2.2	O=C(CSc1nc2ccccc2c(=O)n1-c1ccc(F)cc1)NC1CCS(=O)(=O)C1 (stereo not drawn)
1.8	2.0	-4.2	CC1CCCC(C)N1C(=O)CN1C(=O)NC2(CCOc3ccccc32)C1=O (stereo not drawn)
4.5	10.9	-1.7	CN(C)c1c(-c2ccccc2)cc(-c2ccccc2)[nH]c1=O
2.5	13.4	1.0	CC1=CC2(C#N)C3(N=C(N)C2(C#N)C(c2ccccc2)N1)OCCO3 (stereo not drawn)
3.2	6.5	-1.8	CC1CN(C(=S)Nc2cccc([N+](=O)[O-])c2)CC(C)O1 (stereo not drawn)
5.2	0.0	1.4	O=[N+]([O-])c1cc(Cl)c(O)c2ncccc12
-2.9	3.8	18.3	Cc1cc(C(=O)CSc2nnc(Nc3ccccc3F)s2)c(C)n1CC1CCCO1 (stereo not drawn)
6.0	11.3	12.5	COc1ccc(CC(NC(C)=O)C(=O)NC2CCN(C(=O)c3ccc(Cl)cc3)CC2)cc1 (stereo not drawn)
2.3	-9.4	-7.9	CCN1C[C@@H]2[C@@H]3C(=O)N(Cc4ccccc4)C(=O)[C@@H]3[C@](CC)(C1=O)N2C(=O)c1ccc(Cl)c(Cl)c1
7.4	-1.5	-1.0	COC(=O)C1=C(C(=O)OC)[C@]2([C@@H]3CC=CCN[C@@H](Cc4ccccc4)C(=O)N3Cc3ccccc3)C=C[C@H]1O2
6.4	1.3	2.4	O=C(NCC1(c2ccccc2)CCCC1)C(=O)NCC1(c2ccccc2)CCCC1
5.9	2.8	3.5	c1ccc2c(c1)ccn2CCCN1CCCCC1
9.6	7.6	74.3*	O=C(COC(=O)C12CC3CC(CC(O)(C3)C1)C2)Nc1cccc(Br)c1
8.1	0.3	2.4	Cc1c(NC(=O)Nc2ccccc2)c(=O)n(-c2ccccc2)n1C
1.1	3.1	6.8	Oc1c(CN2CCOCC2)cc(CN2CCOCC2)cc1CN1CCOCC1
-0.6	1.6	1.5	COc1cccc(-c2c(C(=O)O)cc(O)c3ccc(OC)cc23)c1
3.5	6.1	-2.6	CSc1ncc(Cl)c(C(=O)NCc2cccnc2)n1
4.0	11.6	8.4	COc1ccc2c(c1)Sc1ccccc1N2
6.7	13.1	1.0	COc1ccccc1C(=O)NCCC(=O)N1CCN(c2ccc(C(F)(F)F)cn2)CC1

As entered above.
Value of `Cc1c(NC(=O)Nc2ccccc2)c(=O)n(-c2ccccc2)n1C` under PAFAH1B3 inh: 0.3
Value of `c1ccc2c(c1)ccn2CCCN1CCCCC1` under PAFAH2 inh: 3.5
Value of `O=C(NCC1(c2ccccc2)CCCC1)C(=O)NCC1(c2ccccc2)CCCC1` under PAFAH2 inh: 2.4

Following part:
PAFAH1B2 FP inh	PAFAH1B3 inh	PAFAH2 inh	Compound
5.4	5.6	-2.1	O=C(Cc1ccccc1)NN=C1CCCC1
0.1	0.0	7.5	Cc1cc(C)nc(NC2=N[C@@H]3CCCC[C@H]3N2C(=O)Nc2cc(Cl)cc(Cl)c2)n1
1.8	7.2	1.1	Cc1ccc(C=NNc2ccc([N+](=O)[O-])cn2)cc1
3.3	4.8	0.2	COc1ccc(NC(=S)NC(=O)/C=C/c2ccc(F)cc2)cc1
1.5	-0.3	2.3	CN(C)c1ccc(CNC(=O)CCc2ccc(S(=O)(=O)N3CCCCCC3)cc2)cc1
4.7	4.4	-8.3	O=C(c1cccc(Cl)c1)N1CCC2CC1c1cc(N3CCOCC3)ccc12 (stereo not drawn)
3.3	36.7*	6.6	ON=C1c2ccccc2-c2ccc(O)cc21
-0.4	1.9	-3.3	COc1cccc(NC(=O)CSc2nnnn2C2CCCCC2)c1
-0.3	-4.9	-2.6	CC1(c2ccc3ccccc3c2)NC(=O)N(CC(=O)N2CCN(Cc3ccc(C#N)cc3)CC2)C1=O (stereo not drawn)
1.7	3.0	8.8	O=C(NNC(=O)c1cccc2ccccc12)c1cccc(Cl)c1
1.1	-1.4	1.7	O=C(CCCN1C(=O)NC2(CCCC2)C1=O)Nc1ccc(Cl)c(S(=O)(=O)N2CCOCC2)c1
-3.9	2.2	-4.8	O=C(Nc1cccc(S(=O)(=O)N2CCCCC2)c1)[C@@H]1CCCN1S(=O)(=O)c1ccccc1C(F)(F)F

Some of the compounds tested, so the mix of outcomes need not match the whole.
